Bioassay records deposited in PubChem by National Center for Advancing Translational Sciences (NCATS).
a7 integrin act: integrin-mediated muscular dystrophy alleviation activation | Potency, µM (titrated, usually from 38.3 µM), for inactives: at the highest dose activation, hits mostly activators | AID 624291 | alpha7betagal myoblasts, beta-gal FDG fluorescence, 48 h | 0.064% of 350,000 active;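 also: potency is read from the fitted curve at half-maximal effect; 100% = response of the positive control SU9516; nearly all actives have a fitted effect of over 60% in size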
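Alpha7betagal+/- myoblasts (passage 13) were plated 16-24 hr, then exposed to compounds (1:260 dilution of DMSO stock) for 48 hours at 37C. After MPER lysis, β-galactosidase reporter activity was read as FDG fluorescence (ex 480/em 540) after 30 minutes.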
A-T KAP1 phos: candidate therapy for ataxia-telangiectasia | 0.19% of 320,000 active | […] A-T fibroblasts, KAP-1 phosphorylation AlphaLISA; neocarzinostatin DNA damage 30 min before lysis | AID 485349 | Potency, µM (highest dose often 57.5 µM), without a hit: top-dose activation, most hits filed as activators; also: potency is read from the fitted curve at half-maximal effect; % of control where 0% means no effect; nearly all actives have a fitted effect of over 45% in size
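ATM-like activity read as KAP-1 phosphorylation via AlphaLISA donor/acceptor antibody pairs after lysis and 6 hr at 25C. Cells were ATM-null patient fibroblasts ([…], hTERT), dosed 60 min, then exposed to the DSB inducer NCS for 30 min.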
TSHR antag: human thyrotropin receptor antagonism | P16473 | TSHR-expressing cells, TSH-stimulated cAMP HTRF, 2 h; active compounds read low | activity change, negative = inhibition, % at 11.5 µM | 0.2% of 330,000 active | AID 504810;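 active = activity change below a set negative limit, meaning inhibition stronger than a set level, cut at about -70% in these data; inconclusive = activity change between two set negative limits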; also: % is scaled to controls: 0 for no effect and ±100 for the full control effect
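Freshly harvested TSHR cells receive pin-tooled compound, then EC80 TSH at 4nM final. After 2 hours at 37 deg C, antibody in lysis buffer and cAMP-d2 are added; 30 minutes at ambient temperature precede the HTRF read.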
MBNL1-CUG inh: MBNL1-poly(CUG) RNA binding inhibition | Potency, µM (highest dose often 57.5 µM), for the others: at the highest dose activity change, negative = inhibition, most hits filed as inhibitors | 0.036% of 280,000 active | AID 2675 | Q9NR56 | TR-FRET MBNL1-His/biotin-(CUG)12 binding, 665/545 ratio; active = well fitted inhibition curve with a large enough effect in the signal ratio, with a control signal flat, not every such curve was filed as active; inconclusive = small, poorly fitted or top-dose-only effect, or effect the other way, or a change in a side signal; inactive = no such curve, though single readings can be large or run the other way; the % refers to the signal ratio; also: potency is read from the fitted curve at half-maximal effect; % is scaled to controls: 0 for no effect and ±100 for the full control effect
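Inhibition of protein-RNA binding appears as loss of TR-FRET between terbium anti-His antibody on MBNL1-His and streptavidin-XL665 on biotin-(CUG)12. Activity is normalized to buffer-only and uninhibited-complex controls.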
ASM inhibitor: blocks human secretory acid sphingomyelinase; P17405; placental ASM, HMU-PC fluorogenic substrate, 60 min; Potency, µM (titrated, usually from 57.5 µM), inactives show top-dose activity change, negative = inhibition, most hits filed as inhibitors; 0.006% of 340,000 active; also: potency is read from the fitted curve at half-maximal effect
Target sequence (P17405 47-631 limits assumed): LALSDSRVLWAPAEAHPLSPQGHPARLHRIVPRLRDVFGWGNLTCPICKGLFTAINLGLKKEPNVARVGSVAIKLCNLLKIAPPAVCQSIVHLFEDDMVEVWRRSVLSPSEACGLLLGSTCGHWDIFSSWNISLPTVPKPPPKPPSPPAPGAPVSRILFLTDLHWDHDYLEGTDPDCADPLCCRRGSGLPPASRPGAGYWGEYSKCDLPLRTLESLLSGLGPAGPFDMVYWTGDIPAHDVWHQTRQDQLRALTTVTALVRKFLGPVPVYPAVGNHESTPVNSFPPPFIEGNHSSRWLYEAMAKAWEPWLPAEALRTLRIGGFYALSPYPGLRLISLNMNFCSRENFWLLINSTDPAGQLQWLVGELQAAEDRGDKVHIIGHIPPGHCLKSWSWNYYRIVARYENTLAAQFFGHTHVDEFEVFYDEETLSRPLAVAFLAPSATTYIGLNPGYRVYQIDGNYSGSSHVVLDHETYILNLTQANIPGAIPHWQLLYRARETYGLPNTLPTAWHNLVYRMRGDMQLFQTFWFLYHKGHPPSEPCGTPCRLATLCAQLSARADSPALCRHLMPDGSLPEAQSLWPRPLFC
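Fluorogenic HMU-PC substrate (9 uM final) is turned over by placental ASM in 60 min at 37 C after a 10 min compound preincubation. Reaction ended by alkaline stop (pH 10), with fluorescence read at 386/447 nm.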
PTAP TSG101 blk: blocks PTAP/TSG101 interaction to inhibit HIV-1 budding | Q99816 | Fluorescence polarization, FITC-PTAP peptide / Tsg101 binding | Potency, µM (doses to about 115 µM), without a hit: top-dose activity change, negative = inhibition, usual class: inhibitors | 340,000 tested, under 10 active; active = well fitted inhibition curve with a large enough effect in the main read-out, with a control signal flat, not every such curve was filed as active; inconclusive = small, poorly fitted or top-dose-only effect, or effect the other way, or a change in a side signal; inactive = no such curve, though single readings can be large or run the other way; also: potency is read from the fitted curve at half-maximal effect; % of control where 0% means no effect
Target sequence (Q99816 whole entry, looked up): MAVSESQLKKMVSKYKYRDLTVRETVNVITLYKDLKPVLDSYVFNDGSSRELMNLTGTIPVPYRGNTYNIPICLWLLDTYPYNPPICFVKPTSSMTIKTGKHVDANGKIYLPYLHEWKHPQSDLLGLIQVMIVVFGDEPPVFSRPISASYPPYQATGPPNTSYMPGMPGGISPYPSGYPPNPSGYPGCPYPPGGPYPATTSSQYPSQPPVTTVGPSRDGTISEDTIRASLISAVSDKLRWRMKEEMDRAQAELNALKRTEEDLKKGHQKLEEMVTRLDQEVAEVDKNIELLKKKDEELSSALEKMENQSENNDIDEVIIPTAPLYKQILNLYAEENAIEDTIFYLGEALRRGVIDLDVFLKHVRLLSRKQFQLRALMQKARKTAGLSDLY
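Fluorescence polarization binding of Tsg101 binding domain (10 uM final) to FITC-labeled PTAP peptide (50 nM final) in HEPES pH 7.5 buffer with NaCl, Tween 20, EDTA, TCEP. Compounds added before peptide; binding 20 min at RT.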
Menin MLL FP TR: menin-MLL binding inhibition, Texas Red mutant peptide | O00255 | Menin + Texas Red MLL mutant peptide, fluorescence polarization | Potency, µM (highest dose often 61.6 µM), without a hit: at the highest dose FP activity change, negative = inhibition, hits mostly inhibitors | 0.23% of 270,000 active | AID 1768; active = well fitted inhibition curve with a large enough effect in the polarisation, with a control signal flat, not every such curve was filed as active; inconclusive = small, poorly fitted or top-dose-only effect, or effect the other way, or a change in a side signal; inactive = no such curve, though single readings can be large or run the other way; the % refers to the polarisation; also: potency is read from the fitted curve at half-maximal effect; % of control where 0% means no effect; many of its hits are not listed in these tables
MLL CXXC-DNA inh: blocks binding of human MLL CXXC domain to DNA; MLL-CXXC / FITC-HOXA9 DNA fluorescence polarization; Potency, µM (doses to about 115 µM), for inactives: at the highest dose activity change, negative = inhibition, actives largely listed as inhibitors; 0.037% of 290,000 active; active = well fitted inhibition curve with a large enough effect in the polarisation, with a control signal flat, not every such curve was filed as active; inconclusive = small, poorly fitted or top-dose-only effect, or effect the other way, or a change in a side signal; inactive = no such curve, though single readings can be large or run the other way; the % refers to the polarisation; also: potency is read from the fitted curve at half-maximal effect
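Fluorescence polarization: 7 uM MLL-CXXC (stock) preincubated 5 min with compounds, then 50 nM fluorescein-HOX-A9 DNA (stock) added; 30 min ambient. Buffer 50 mM Tris-HCl pH 7.5, 50 mM NaCl, 1 mM DTT, 0.05% BSA.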
TCR activator: activators of T cell receptors. primary human leukocytes, anti-CD3, IL-2 HTRF, 48 h. Potency, µM (titrated, usually from 9.22 µM), for the others: at the highest dose activation of IL-2 secretion, most hits filed as activators. 330,000 tested, under 10 active. AID 504894; also: % of control where 0% means no effect
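TCR engagement came from a-CD3 beads alone, with compounds added to primary human leukocytes for 48 hr. Secreted IL-2 bridged europium cryptate- and d2-labelled anti-IL-2 antibodies, giving FRET emission at 665nm after 320nm excitation.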
Mito fusion act: mitochondrial division inhibition or fusion activation | Potency, µM (doses to about 46.1 µM), for inactives: top-dose growth rescue (activation), usual class: activators | 0.23% of 320,000 active | S. cerevisiae fusion-defective mutant growth rescue, CellTiterGlo 48 h;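 also: potency is read from the fitted curve at half-maximal effect; % of control where 0% means no effect; nearly all actives have a fitted effect of over 45% in size; temperature-sensitive fusion mutants such as fzo1-1 at 37 °C on non-fermentable ethanol glycerol medium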
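Compounds are tested for their ability to restore growth of mitochondrial fusion-defective yeast strains at non-permissive 37C in YPEG medium over 48 hours. Viability is quantified by luciferase luminescence.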
Active calls of the source: *; ? = inconclusive; / = no result given; [ ] = another dose, or the depositor's remark. Unless noted, calls follow the shape of the dose curve; as a rule, active = well fitted curve in the direction sought with a large enough effect; inconclusive = small, poorly fitted or top-dose-only effect, or another doubt; inactive = no such curve, though single readings can be large; an effect the other way counts as inactive or inconclusive.

SMILES	a7 integrin act	A-T KAP1 phos	TSHR antag	MBNL1-CUG inh	ASM inhibitor	PTAP TSG101 blk	Menin MLL FP TR	MLL CXXC-DNA inh	TCR activator	Mito fusion act
COc1ccc(NC(=O)c2onc(C)c2Cl)cc1	61%	9%	-7	-8%	2%	-4%	/	-1%	-5%	1%
CCc1nc(N)c(C#N)c(-c2cccn2C)c1C	13%	/	/	/	5%	-3%	/	/	0%	/
NC(N)=N/N=C/c1ccc(OCc2ccc(Cl)cc2Cl)cc1	-61%[inhibitor]	-3%	5	0%	-27%	-11%	-15%	?	4%	-24%
O=[N+]([O-])c1ccc(OS(=O)(=O)Cc2ccccc2)cc1	-2%	-6%	-4	/	0%	-3%	8%	-2%	0%	1%
CCc1ccc(C(=O)NNC(=O)CCc2nc3ccccc3c(=O)[nH]2)cc1	10%	0%	7	/	-2%	-4%	/	/	-4%	-2%
CC(C)COc1ccc(C(=O)OCCN2CCCCC2)cc1	1%	-10%	1	3%	2%	1%	-14%	?	-6%	-1%
COc1cc(/C=N/NC(=O)c2ccc3ccccc3c2)ccc1Oc1ccc([N+](=O)[O-])cn1	14%	-3%	4	14%	-6%	-2%	?	16%	-7%[46.1 µM]	20%
CC(C)n1nnnc1-c1cc(Cl)cc(Cl)c1	?	-5%	-2	-10%	4%	-4%	-23%	3%	4%	0%
COc1ccc(N/N=C(\C#N)C(=N)SCc2ccccc2)cc1	-9%	-4%	-34	?	-7%	1%	?	-5%	0%	-5%
O=C(CSc1nnc(-c2cccnc2)n1Cc1ccco1)c1ccc(Cl)cc1	-20%[7.66 µM]	4%	-1	6%	-1%	-1%	-1%	4%	4%	-4%
CC(=O)NC1(c2ccc(F)cc2)CCN(C(=O)c2c(F)cccc2F)CC1	-4%	1%	4	-5%	-1%	-9%	11%	3%	-6%	-1%
O=C(CCC1CCCN(C(=O)C2=CCCCC2)C1)N1CCN(c2ccccn2)CC1 (stereo not drawn)	22%	2%	-7	0%	3%	-6%	-2%	-2%	-2%	-4%
C=CCn1c(O)c(N=NC(=O)C(O)c2ccccc2)c2ccccc21 (stereo not drawn)	-13%	-4%	-1	?	-7%	1%	/	2%	-5%	3%
COC(=O)c1ccc(C2C3=C(Nc4nnnn42)c2ccccc2OC3)cc1 (stereo not drawn)	17%	12%	-19	29%	10%	1%	0%	-2%	-3%	2%
CCOC(=O)c1c(NC(=O)CSc2n[nH]c(-c3ccco3)n2)sc(C)c1C	10%	8%	-2	-3%	-8%	-1%	9%	1%	-4%	-1%
CC(CNS(=O)(=O)c1ccccc1)Sc1ncccn1 (stereo not drawn)	1%	16%	-3	-2%	1%	-2%	/	?	2%	2%
O=C(O)c1ccc(Br)cn1	4%	-6%	3	-12%	2%	0%	0%	18%	-5%	-3%
CCCN1CCN(CCCNC(=O)c2ccc3c(c2)NC(=O)c2ccccc2S3)CC1	0%	2%	-3	-1%	-3%	-4%	-7%	1%	6%	5%
CC(Sc1ccccc1)C(=O)Nc1ccccc1C(=O)N1CCOCC1 (stereo not drawn)	37%	-2%	2	-1%	9%	-1%	-2%	10%	0%	-1%
c1ccc(-n2ncc3c(N4CCCC4)ncnc32)cc1	-3%	3%	-8	-17%	0%	-6%	-1%	-2%	2%	0%
O=C(C1CCCN(S(=O)(=O)c2ccccc2)C1)N1CCN(c2ccccc2)CC1 (stereo not drawn)	3%	6%	5	-3%	-3%	-2%	-18%	0%	4%	-2%
Cc1cc(OC(C)C(=O)NCc2cccnc2)c2c(C)cc(=O)oc2c1 (stereo not drawn)	-1%	-12%	10	-3%	8%	-3%	-11%	-3%	3%	1%
CCO/C=C/C(O)(CNC(=O)c1ccc(C(C)(C)C)cc1)C(F)(F)F (stereo not drawn)	11%	-6%	3	/	-1%	-1%	13%	-6%	4%[46.1 µM]	19%
O=C(N/N=C/c1ccncc1)c1ccc(NC(=O)c2cccc(Cl)c2)cc1	-22%	-1%	-14	-19%	-3%	0%	7%	115%[activator]	-1%	2%
COc1cc(/C=N/NC(=O)CCn2c3ccccc3c3ccccc32)cc(OC)c1OC	-28%	0%	-2	3%	-16%	0%	39%[activator]	3%	2%[46.1 µM]	0%
CCOC(=O)CCCNC(=O)CCNC(=O)c1ccc(OCC)cc1	-6%	10%	5	-5%	2%	-6%	-3%	0%	-11%	-3%
Cc1ccc2nc(-c3cccc(Br)c3)cc(C(=O)NCC3CCCO3)c2c1 (stereo not drawn)	2%	9%	-17	6%	-5%	-7%	14%	?	5%	-1%
Cc1nc2sccn2c(=O)c1S(=O)(=O)NCc1ccccc1	-16%	0%	1	-3%	0%	-2%	9%	/	4%	0%
CCC(C(=O)n1cccc1C#N)c1ccccc1C (stereo not drawn)	10%	3%	-13	/	-1%	-8%	/	/	-6%	-4%
CCCCc1nc2cc(C(=O)N3CCCC3)ccc2o1	5%	10%	1	0%	1%	-4%	/	5%	3%	0%
CSc1nc2ccccc2c(=O)n1N	6%	5%	6	-5%	-1%	0%	0%	2%	1%	0%
COc1ccc(CN2CCCC(C(=O)N3CCCC3)C2)cc1 (stereo not drawn)	0%	-1%	9	4%	0%	-3%	0%	-1%	-4%	0%
Cc1ccc(S(=O)(=O)N(C)C)cc1NC(=S)N1CCCCC1CO (stereo not drawn)	-4%	0%	32	8%	4%	-2%	7%	6%	/	-3%
CCn1c(CNc2ccc(F)cc2)nnc1SCC(=O)Nc1ccc(OC)cc1	-25%	4%	2	-4%	2%	-5%	-17%	2%	-4%[46.1 µM]	0%
COCCN(C(=O)c1oc2ccccc2c1COC)c1c(N)n(CC(C)C)c(=O)[nH]c1=O	-10%	-11%	11	/	4%	0%	/	/	2%	-6%
O=S(=O)(N/N=C/c1ccc(N2CCOCC2)cc1)c1ccccc1	-23%	0%	-27	?	1%	1%	?	8%	-5%	8%
O=C(c1cc2cc([N+](=O)[O-])ccc2oc1=O)N1CCOCC1	43%	4%	-5	-2%	-2%	-6%	3%	-6%	10%	2%
O=C(N/N=C/c1c[nH]c2ccc(Br)cc12)C1CC1	5%	1%	-2	/	-4%	0%	/	0%	3%	0%
COc1ccc(-c2[nH]ncc2[C@@H]2C[C@H]3CN(Cc4ccccc4C)C(=O)[C@]34CCCN24)cc1	-6%	-4%	-11	-4%	2%	1%	-2%	-4%	10%	-1%
COc1ccc(OC)c(S(=O)(=O)N2CCN(Cc3ccccc3)CC2)c1	-24%	12%	12	-2%	5%	-1%	-17%	-4%	3%	0%
Cc1cc(C)c(S(C)(=O)=O)c(S(=O)c2ccc(Cl)cc2)n1 (stereo not drawn)	-40%	-1%	10	5%	0%	-2%	0%	-2%	-1%	1%
CCOC(=O)C1C(=O)CC(C)(O)C(C(=O)OCC)C1c1ccc([N+](=O)[O-])cc1 (stereo not drawn)	0%	9%	0	16%	-3%	-4%	/	-3%	1%	2%
CS(=O)(=O)N1CCC2(CC1)OCCN2S(=O)(=O)c1ccccc1	7%	2%	-6	/	4%	-3%	/	/	6%	-7%
Cc1nn(CC(=O)NNC(=O)c2ccccc2F)c([N+](=O)[O-])c1Br	-12%	10%	-3	/	2%	-2%	/	1%	1%	4%
CCOC(=O)c1ccc(NC(=O)N2CCN(c3cccc(OC)c3)CC2)cc1	0%	0%	14	-9%	-6%	0%	19%	-8%	-1%	0%
CC1(C)Cc2c(cnn2-c2cccc(F)c2)C(NC(=O)CSc2ccccn2)C1 (stereo not drawn)	-13%	8%	-22	16%	0%	1%	0%	-2%	3%	-4%
CSc1nc(N)c(C(=O)NC2CCCCC2)s1	-17%	6%	6	7%	0%	-1%	3%	5%	7%	-35%[inhibitor]
Cc1occc1C(=O)Nc1sc2c(c1C(N)=O)CCC(C(C)(C)C)C2 (stereo not drawn)	31%	/	1	30%	12%	-4%	16%	34%[activator]	-7%	1%
CC(C)C1C(=O)NC(=S)N1S(=O)(=O)c1ccc(C(C)(C)C)cc1 (stereo not drawn)	16%	-2%	12	-3%	-4%	-6%	?	-2%	-3%	12%

Some of the compounds tested (hit frequency here may not be typical).
